hgDAF12 agonist = H. glycines DAF-12 receptor agonists, primary screen, cell-based, luminescence, HEK293, GAL4 fusion, UAS-luciferase; AID 687014, 2013; activation, % at 6.8 µM; HEK293 GAL4-hgDAF12 UAS-luciferase reporter, agonist luminescence; normalized to butyrate control; Nuclear hormone receptor DAF-12 (Heterodera glycines), GAL4 fusion; hit rate 1.8% among 370,000;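 active = activation above a cutoff set at the mean of all screened compounds plus 3 SD, cut at about 10% in these data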;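 also: 0% = DMSO wells and 100% = sodium butyrate wells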
DAX1 inh-1 = DAX1 (NR0B1) inhibitors on StAR promoter, primary screen, cell-based, luminescence, SF-1 (NR5A1), full-length DAX-1; inhibition, % at 6.8 µM; hit rate 1.1% among 370,000; AID 652010, 2013; HEK293T StAR-luciferase reporter, SF-1/DAX-1 repression relief;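 active = inhibition above the mean over all tested compounds plus 3 SD, cut at about 3.6% in these data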;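 also: 0% = DAX-1 cells with DMSO and 100% = cells lacking DAX-1 with DMSO; higher inhibition means more luminescence from relief of DAX-1 repression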
SMARCA2 activ = SMARCA2 (BRM) function activators, primary screen, cell-based, luminescence, high throughput | MG213 cells, MMTV-luciferase reporter, dexamethasone, overnight | activation, % at 9.1 µM | hit rate 1% among 370,000; in the data active = activation above about 7.8%;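 also: 0% = vehicle wells and 100% = reference activator wells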
PG9 Ab binder = binders of HIV-1 gp120 antibody PG9, primary screen, biochemical, TR-FRET; HIV-1 gp120 / PG9 antibody interaction; TR-FRET gp120-PG9 antibody binding; inhibition, % at 6.7 µM; hit rate 0.43% among 360,000; in the data active = inhibition above about 8.5%
HGIII-sPLA2 inh = human group III sPLA2 inhibitors, primary screen, biochemical, QFRET, BODIPY PC-A2 liposome substrate; AID 743126, 2013; hit rate 0.56% among 370,000; inhibition, % at 12.2 µM; QFRET BODIPY PC-A2 liposome hydrolysis, fluorescence;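 active = inhibition above mean plus 3 SD of compounds lying within the high and low control bounds, cut at about 19% in these data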;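 also: 0% = median of test compound wells and 100% = no enzyme DMSO wells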
Target sequence (Q9NZ20 whole entry, looked up): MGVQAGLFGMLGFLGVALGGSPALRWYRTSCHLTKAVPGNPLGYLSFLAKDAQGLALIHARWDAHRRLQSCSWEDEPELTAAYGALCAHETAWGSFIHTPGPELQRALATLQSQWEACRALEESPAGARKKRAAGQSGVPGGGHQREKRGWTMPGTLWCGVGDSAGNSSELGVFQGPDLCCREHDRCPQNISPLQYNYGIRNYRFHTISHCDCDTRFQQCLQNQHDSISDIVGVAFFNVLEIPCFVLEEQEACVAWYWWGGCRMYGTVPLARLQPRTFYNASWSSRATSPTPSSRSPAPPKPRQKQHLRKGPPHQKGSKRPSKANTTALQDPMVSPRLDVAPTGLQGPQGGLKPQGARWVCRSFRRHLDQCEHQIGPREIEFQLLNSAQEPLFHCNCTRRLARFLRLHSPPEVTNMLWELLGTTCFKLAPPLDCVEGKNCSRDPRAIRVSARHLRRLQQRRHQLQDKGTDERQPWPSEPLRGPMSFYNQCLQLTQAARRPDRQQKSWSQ
DAX1 inh-2 = DAX1 (NR0B1) inhibitors, primary screen, cell-based, HEK293, Gal4-DAX1, luciferase luminescence. HEK293 Gal4-DAX1 luciferase reporter. hit rate 0.99% among 340,000. inhibition, % at 6.75 µM. AID 504766, 2011;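 active = inhibition above the mean over all tested compounds plus 3 SD, cut at about 4.2% in these data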;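 also: 0% = DAX1-transfected cells with DMSO and 100% = empty-vector control cells with DMSO; inhibition shows as a rise in luminescence from relieved DAX1 repression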
FXN GAA850 act = FXN promoter activators, primary screen, cell-based, luciferase luminescence, HEK293 lucGAA850 | HEK293 lucGAA850 FXN promoter luciferase reporter, 24 h; percent of 10 µM SAHA response | activation, % at 6 µM | hit rate 0.56% among 360,000;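 active = activation above the average of all compounds screened plus 3 SD, cutoff fixed separately per campaign, cut at about 7.5% in these data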;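 also: 0% = DMSO wells and 100% = 10 µM SAHA wells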
hcDAF12 agonist = H. contortus DAF-12 nuclear receptor activators, primary screen, cell-based, luminescence, HEK293, lit1-tk-luc reporter. hit rate 1.4% among 370,000. HEK293 hcDAF-12 lit1-tk-luc reporter; 0% DMSO, 100% Δ7-dafachronic acid. activation, % at 6.8 µM;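 active = activation above the mean of all tested compounds plus 3 SD, cut at about 5.5% in these data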;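 also: 100% = response to 3 µM Δ7-dafachronic acid high control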
ssDAF-12 act = S. stercoralis DAF-12 nuclear receptor activators, primary screen, cell-based, luminescence, HEK293, GRIP1 co-expression, lit1-tk-luc. Nuclear hormone receptor DAF-12 (Strongyloides stercoralis). HEK293 ssDAF-12/GRIP1 lit1-tk-luc reporter; % of 3 µM dafachronic acid response. activation, % at 6.8 µM. hit rate 1% among 370,000. AID 652126, 2013;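 active = activation above the mean over all tested compounds plus 3 SD, cut at about 0.9% in these data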;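 also: 0% = DMSO-only wells and 100% = 3 µM delta7-dafachronic acid wells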
PLC-beta3 inh = human PLC-beta3 inhibitors, primary screen, biochemical, fluorescence; inhibition, % at 12.2 µM; Purified PLC-beta3, fluorogenic substrate; AID 720704, 2013; hit rate 0.18% among 370,000; in the data active = inhibition above about 11%;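 also: 0% = median of compound wells on plate and 100% = full blocker control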
NR1D1 modulator = modulators of Rev-erb alpha DNA binding, primary screen, biochemical, FITC-DNA, fluorescence polarization, uHTS; activity, % at 10 µM; Rev-erbα–FITC-DNA binding, 90 min; hit rate 0.79% among 370,000; Nuclear receptor subfamily 1 group D member 1 (Homo sapiens), P20393;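 active = activity above about 14%, limit read from the data; passing the limit was not always enough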;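 also: 0% = DMSO wells with 35 nM protein and 100% = DMSO wells with 750 nM protein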
Target sequence (P20393 whole entry, looked up): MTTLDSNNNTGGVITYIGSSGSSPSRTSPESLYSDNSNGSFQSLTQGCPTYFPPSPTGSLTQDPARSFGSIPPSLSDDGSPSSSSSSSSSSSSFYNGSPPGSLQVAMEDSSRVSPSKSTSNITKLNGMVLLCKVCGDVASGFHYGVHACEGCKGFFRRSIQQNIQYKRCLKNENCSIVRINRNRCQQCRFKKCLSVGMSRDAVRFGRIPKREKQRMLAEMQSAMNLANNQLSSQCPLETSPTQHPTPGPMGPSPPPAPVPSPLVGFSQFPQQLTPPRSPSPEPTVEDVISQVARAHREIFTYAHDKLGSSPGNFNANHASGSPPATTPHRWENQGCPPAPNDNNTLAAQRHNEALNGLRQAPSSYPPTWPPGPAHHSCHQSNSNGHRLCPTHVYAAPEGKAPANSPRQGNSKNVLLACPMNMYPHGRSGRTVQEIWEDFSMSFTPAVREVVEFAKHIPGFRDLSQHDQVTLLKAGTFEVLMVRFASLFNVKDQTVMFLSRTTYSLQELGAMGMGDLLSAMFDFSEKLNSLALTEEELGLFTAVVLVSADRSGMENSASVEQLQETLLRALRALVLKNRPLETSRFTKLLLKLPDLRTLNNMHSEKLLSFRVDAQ
An asterisk follows results filed as active; x = not tested or not shown.

SMILES	hcDAF12 agonist	hgDAF12 agonist	FXN GAA850 act	NR1D1 modulator	PLC-beta3 inh	DAX1 inh-2	ssDAF-12 act	PG9 Ab binder	DAX1 inh-1	HGIII-sPLA2 inh	SMARCA2 activ
Nc1nc(C23CC4CC(CC(C4)C2)C3)[nH]c(=O)n1	-2.6	-1.6	0.0	-6	-6	0.4	-1.2	-1.4	0.2	10	2
CCNc1nc(Cl)nc(NC2CCCCC2)n1	0.3	3.0	4.5	-2	-3	-0.8	-1.1	-0.2	0.0	2	4
O=C(N/N=C/c1cccs1)c1cncc(Br)c1	-1.7	0.7	1.5	-1	-3	-1.6	-1.4	-2.2	-0.3	-3	2
O=C(/C=C/Nc1ccccc1F)c1ccc(Br)cc1	12*	17*	6.7	-3	-15	3.6	1.5*	-0.4	5.2*	-10	17*
COc1ccc(CNC(=O)c2cc(-c3ccccc3)c(N3CCOCC3)s2)cc1OC	-4.8	-0.1	x	3	-11	x	-0.6	x	-1.4	4	7
Cc1ccc(N=C(NOCc2ccc(Cl)cc2Cl)c2nonc2N)c(C)c1	1.1	-0.2	2.3	2	-1	-0.5	-0.4	-1.1	-0.1	-18	-2
COc1ccc(C)cc1NC(=O)C/C(C)=N/NC(=O)Cc1cccc2ccccc12	-0.5	-2.1	0.5	2	-6	0.6	-1.7	-2.0	-0.4	-20	-3
O=c1cc2c(nn1Cc1ccccc1)-c1ccccc1CC2	-0.1	-1.2	0.5	1	-4	1.0	-1.2	-0.4	0.0	-5	-2
Cc1cc(C[n+]2cc(Cl)ccc2N)c2ncccc2c1	-1.0	5.8	-0.9	6	-5	1.9	-1.8	-0.4	-0.5	4	0
CN(C(=O)Nc1ccccc1)C1CCCc2ccccc21 (centres undefined)	-0.4	5.1	1.3	4	0	0.4	-1.0	0.6	0.2	3	1
CCn1c(CSCc2ccc(Cl)cc2)n[nH]c1=S	-1.4	-1.2	2.7	8	1	-0.8	-1.1	-0.9	-0.3	19*	1
O=C(CCCN1C(=O)c2cccc3cccc(c23)C1=O)N1CCN(c2ccccc2)CC1	1.8	-2.1	1.3	11	2	0.4	-1.1	-1.2	0.6	-4	-1

Reprinted from the entries so far, 2 compounds:
SMILES	hcDAF12 agonist	hgDAF12 agonist	FXN GAA850 act	NR1D1 modulator	PLC-beta3 inh	DAX1 inh-2	ssDAF-12 act	PG9 Ab binder	DAX1 inh-1	HGIII-sPLA2 inh	SMARCA2 activ
Cc1cc(C[n+]2cc(Cl)ccc2N)c2ncccc2c1	-1.0	5.8	-0.9	6	-5	1.9	-1.8	-0.4	-0.5	4	0
CN(C(=O)Nc1ccccc1)C1CCCc2ccccc21 (centres undefined)	-0.4	5.1	1.3	4	0	0.4	-1.0	0.6	0.2	3	1

Next structures follow.
SMILES	hcDAF12 agonist	hgDAF12 agonist	FXN GAA850 act	NR1D1 modulator	PLC-beta3 inh	DAX1 inh-2	ssDAF-12 act	PG9 Ab binder	DAX1 inh-1	HGIII-sPLA2 inh	SMARCA2 activ
CCc1ccc2nc(NC(=O)CCCc3cccs3)sc2c1	0.6	3.4	4.0	-4	0	0.6	-0.4	2.9	1.0	-4	-1
Clc1ccc(OCCCN2CCCCC2)c(Br)c1	3.5	9.6	3.5	-2	1	0.3	-0.1	-0.8	1.1	22*	0
Cc1cc(C(F)(F)F)c2c(N)c(C(=O)NCc3ccc(Cl)cc3)sc2n1	-2.7	2.9	x	-6	-99	x	-1.7	-0.2	-1.2	-6	-1
O=C(Nc1ccccc1)Nc1ccc2ncoc2c1	2.7	6.6	3.4	-5	5	0.5	-0.9	-1.3	1.3	-1	13*
Clc1ccc(-c2csc(NCC3CCCO3)n2)cc1 (centres undefined)	4.8	15*	x	3	0	x	0.9*	-3.8	5.1*	-4	-1
N#CC1=C(S)N(c2ccccc2)C(c2ccc(-c3ccccc3Cl)o2)NC1=O (centres undefined)	0.6	2.4	2.0	-4	-11	-0.5	-1.0	-2.2	-0.1	-4	3
COCc1cc(CN2CCN(Cc3ccsc3)C(CCO)C2)ccc1OC (centres undefined)	1.3	-1.4	0.2	3	7	-0.6	-0.6	-1.0	-0.7	1	-4
CN(c1ccc([N+](=O)[O-])cc1/C=N/NC(=O)COc1ccccc1)C1CCCCC1	-0.5	-0.2	3.2	2	-2	-0.5	-0.6	-0.2	0.7	6	1
O=C(CN1CCN(c2ccc(F)cc2)CC1)Nc1ccccc1Br	1.1	-1.6	1.5	-1	4	0.3	-1.3	-0.4	0.1	7	-4
Cc1cccc(-n2nnc3c(=O)n(Cc4ccccn4)cnc32)c1	-1.4	2.4	0.7	0	-4	-0.7	-0.9	1.2	-0.8	-4	-2
CCCCC(=O)NNC(=S)NC(=O)c1ccc([N+](=O)[O-])cc1	-0.9	3.0	1.5	0	-4	-0.4	-0.2	0.7	0.6	-6	0
CCCOC(=O)CSC1=C(C#N)C(c2ccc3c(c2)OCO3)CC(=O)N1 (centres undefined)	-2.5	2.7	-0.4	8	6	-0.7	-1.5	-1.9	-1.1	2	-2
CCC(C)NC(=O)CO/N=C/c1ccccc1OC(F)F (centres undefined)	-2.1	0.1	2.1	-1	1	2.2	-0.5	1.2	-0.4	17	-2
Cc1c(S(=O)(=O)N2CCN(C(c3ccccc3)c3ccccc3)CC2)c(=O)n(C)c(=O)n1C	0.0	-3.8	-0.9	-5	-4	0.9	0.5	-0.1	0.0	10	0
O=C(NCc1ccco1)C(C(=O)c1ccccc1)n1ccccc1=O (centres undefined)	-0.2	1.3	1.6	2	-1	1.3	-2.0	-0.1	-0.2	4	-2
O=C(O)CN1C(=O)C(=O)N(Cc2ccc(Cl)cc2Cl)C1=O	-2.3	-0.2	1.1	-1	-9	1.6	-1.1	-1.5	-0.2	6	1
CC(=O)NC1(C(F)(F)F)N=C(c2ccccc2)NC1=O (centres undefined)	-0.3	1.9	1.3	-3	1	-0.7	-1.6	0.7	-0.5	8	-1
Cc1ccccc1Nc1nc(N)nc(COC(=O)c2cccn2C)n1	2.4	8.0	4.2	-8	2	5.5*	0.3	-0.2	2.7	-6	7
COc1ccc(-c2nc3c(C)cc(Br)cn3c2Cc2cccc(F)c2)cc1OC	0.8	3.6	x	5	-9	x	-1.4	4.2	-1.2	1	0
CCOC(=O)/C(C#N)=C/c1cn(CCC(=O)O)nc1-c1cccc(Cl)c1	0.5	2.9	0.5	x	-9	0.2	-0.9	-1.9	1.7	-9	-5
COc1ccc(-n2nnc3c(=O)n(CC(=O)N4CCCCC4)cnc32)cc1	-0.7	-0.1	-2.6	0	0	0.0	-0.3	0.6	0.1	0	-1
Cc1ccsc1C(=O)OCC(=O)N1CCOCC1	-0.7	2.9	2.9	-1	5	0.3	-0.9	0.8	1.8	-4	-2
Cc1ccc(NC(=O)CN(C)C(=O)c2ccc(NC(=O)CC3SC(N4CCCC4)=NC3=O)cc2)cc1 (centres undefined)	-0.7	-0.7	1.3	1	2	-0.1	-1.0	-1.1	0.8	-8	2
COc1ccc(CCNC(=O)Nc2nc(C(N)Cc3ccccc3)cs2)cc1OC (centres undefined)	-2.1	-3.8	-0.9	4	7	x	-1.1	-1.4	0.3	-8	-6
CCN(CC(=O)Nc1c(F)cccc1F)C(=O)CCc1nc2sc3c(c2c(=O)[nH]1)CCCC3	-0.2	-0.3	1.7	-16	-41	0.3	-0.8	1.6	-1.8	-6	-2
CNC(=S)N(CCO)Cc1cc2cc3c(cc2[nH]c1=O)OCO3	-1.1	0.1	0.8	2	-33	-0.2	-1.0	-0.8	-0.7	1	-1
S=C(Nc1ccccc1)Nc1cccc(Br)c1	-0.9	1.8	-0.3	5	0	1.2	-0.5	-0.8	-0.4	0	-3
NNC(=O)Cc1cccc2ccc(Cl)cc12	-1.6	2.8	-1.3	5	0	1.4	-1.1	1.0	-1.5	-6	-5
COc1ccc(C(=O)Nc2cccc(/C(C)=N\NC(=O)c3ccoc3C)c2)cc1OC	2.8	13*	6.6	-5	-4	1.9	0.5	-1.7	12*	-1	8.4*
O=c1oc(-c2cccc(C(F)(F)F)c2)nn1-c1ccc(C(F)(F)F)cn1	0.6	0.5	0.3	-3	-3	1.8	-1.6	-1.4	-0.3	21*	-5
C(=C\c1ccccc1)/C=N/N1CCN(c2ccccn2)CC1	3.0	11*	0.4	12	2	0.5	-0.2	-0.6	1.0	0	7
OC(COCc1ccc(Cl)cc1)CN1CCc2ccccc2C1 (centres undefined)	-0.9	-3.1	0.4	-3	-5	0.8	-1.4	-0.5	-0.1	23*	-3
O=c1oc2cc(Oc3ccc(C(F)(F)F)cc3[N+](=O)[O-])ccc2c2c1CCCC2	-0.5	-2.1	1.8	1	-20	1.0	-1.4	0.7	-0.3	-1	1
Cc1cc(NC(=O)COC(=O)CCNS(=O)(=O)c2cccc(C(F)(F)F)c2)no1	-2.1	-1.2	2.3	0	0	0.2	-0.9	0.3	0.0	-4	-4
O=C(Nc1ccc2c(c1)OCCO2)C1CCCN(S(=O)(=O)Cc2ccccc2)C1 (centres undefined)	-2.8	-2.8	-3.2	5	-1	-0.7	-1.9	-2.6	-1.3	-6	-1
CCn1nc(C(=O)OCC(=O)NCC(C)C)c2ccccc2c1=O	-0.7	3.1	-0.3	-7	-4	0.4	-1.8	0.2	1.1	1	-1
CCC/C=N/Nc1nc2ccccc2s1	5.5	-7.7	2.0	5	-21	1.9	-1.6	-2.7	1.1	4	-1
COc1ccc(-c2nnn(CC(=O)c3c[nH]c4ccccc34)n2)cc1OC	1.1	-0.7	1.4	-9	-4	-0.6	-0.6	-0.7	-0.9	-44	1
CN(C)N1C(=O)CC(C)(c2ccc([N+](=O)[O-])cc2)C1=O (centres undefined)	-1.6	0.4	-0.2	-7	3	-1.5	-1.4	-2.9	0.2	4	1
N#Cc1ccc(N2Cc3ccccc3C2=NC(=O)c2cccs2)cc1	1.1	3.5	0.3	-3	-6	-1.5	-1.6	1.0	1.3	-4	0
Cc1ccc(-c2nnc(Sc3nc4ccccc4o3)c3ccccc23)cc1	0.8	-1.2	2.7	-2	2	1.1	-1.1	-1.2	0.2	6	4
CSCCC(C(=O)NCc1ccccc1)n1c(C2CCN(C(C)=O)CC2)nc2ccccc21 (centres undefined)	0.2	0.3	x	-4	4	x	-0.8	-0.3	-0.2	-4	7
O=S(=O)(c1cc(Cl)ccc1Br)N1CCOCC1	-0.3	-2.9	1.5	2	3	-0.9	-0.7	1.5	-0.2	1	0

Source: PubChem BioAssay

Compounds were not picked by outcome; overall some 7% were active at least once.
